EBNA-1 inhibitor = EBNA-1 DNA-binding inhibitors, primary screen, biochemical, fluorescence polarization. actives 0.34% (n = 300,000). inhibition, % at 14.8 µM. AID 1950, 2009; in the data active means inhibition above about 28%
AHR activator = AHR activators, primary screen, cell-based, luminescence, luciferase reporter, human; Aryl hydrocarbon receptor (Homo sapiens), P35869; AID 2796, 2010; actives 2.5% (n = 320,000); activation, % at 5 µM; AHR-responsive luciferase reporter cells; in the data active means activation above about 47%;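 further: 0% = vehicle wells and 100% = reference agonist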
MEP2 TOR yeast = modulators of MEP2-GFP levels in yeast, primary screen, S. cerevisiae, multiplex flow cytometry, MLPCN library; S. cerevisiae MEP2-GFP strain, 3 h; 100% = DMSO control level; GFP response vs DMSO, % at 10 µM; actives 0.51% (n = 330,000);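 active means GFP response versus DMSO above a set limit, roughly screen mean plus 3 SD, cut at about 180% in these data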;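 further: median GFP fluorescence of the barcode-gated MEP2-GFP cells per well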
procasp3 activ = activators of human procaspase-3 D3A mutant, primary screen, biochemical, absorbance, PC-3 D3A mutant, single concentration; actives 0.11% (n = 330,000); recombinant procaspase-3 D3A, Ac-DEVD-pNA absorbance 405 nm; Caspase-3 (Homo sapiens), P42574; activation, % at 8.5 µM; AID 463141, 2010;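 active means activation above the mean of all tested compounds plus 3 SD, cut at about 21% in these data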;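 further: 0% = DMSO alone and 100% = DMSO wells spiked with extra 5 µM PC-3 D3A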
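Compound: 8.5 µM single point, 0.8% DMSO / Material: Autoprocessing-dead procaspase-3 D3A mutant enzyme / Timing: 1 h preincubation plus 2 h reaction at 25 °C / Medium: Zinc-free HEPES/NaCl buffer with 0.01% Triton X-100 at pH 7.4 / Technique: 405 nm absorbance of p-nitroaniline, reads at 0 and 120 min / Repeats: one well per compound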
procasp7 counter = procaspase-7 activators, primary screen, counter-screen for procaspase-3 activator project, biochemical, absorbance, HTS, human | Caspase-7 (Homo sapiens), P55210 | recombinant procaspase-7, Ac-DEVD-pNA absorbance 405 nm; D23A/D198A/D206A triple mutant, cannot self-cleave; scale: DMSO 0, 5 µM enzyme 100 | activation, % at 8.5 µM | actives 0.093% (n = 330,000);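 active means percent activation above the screen-wide mean plus 3 SD, cut at about 25% in these data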
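buffer or medium = Zinc-free HEPES/NaCl buffer, pH 7.4 | material = Procaspase-7 triple mutant (PC-7 D3A) | input = 2 µM procaspase-7 mutant as dispensed | signal = Epi-absorbance of released pNA at 405 nm, two timepoints | timing = 1 h preincubation, 2 h reaction | replicates = singlicate compound testing | evaluation = % activation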
RPL19A TOR yeast = RPL19A-GFP expression modulators in yeast, primary screen, cell-based, S. cerevisiae, multiplex flow cytometry, MLPCN. S. cerevisiae RPL19A-GFP strain, 3 h; hits give low values. percent response vs DMSO, % at 10 µM. actives 0.3% (n = 330,000);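 active means percent response vs DMSO below 50%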;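 further: median channel GFP fluorescence of the barcoded RPL19A-GFP strain; ratio of sample median GFP to plate DMSO average so 100% = DMSO; lower means less RPL19A-GFP as with rapamycin TOR inhibition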
LAP4 TOR yeast = modulators of LAP4-GFP expression in yeast, primary screen, S. cerevisiae, multiplex flow cytometry, MLPCN library | 3 h; median GFP as percent of DMSO wells | GFP response vs DMSO, % at 10 µM | actives 0.34% (n = 320,000);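 active means GFP response vs DMSO above a set limit, about the screen mean plus 3 SD, cut at about 150% in these data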
ZTA DNA inh = counter-screen for EBNA-1 inhibitors: inhibitors of Epstein-Barr virus ZTA | actives 0.15% (n = 320,000) | ZTA-DNA binding, fluorescence polarization | inhibition, % at 11 µM | AID 2234; in the data active means inhibition above about 33%
* = called active by the depositor; x = not tested or not shown.

SMILES	EBNA-1 inhibitor	AHR activator	MEP2 TOR yeast	procasp3 activ	procasp7 counter	RPL19A TOR yeast	LAP4 TOR yeast	ZTA DNA inh
CC1(C)Cc2nc3sc4c(=O)[nH]cnc4c3cc2CS1	-2	21	107	2	-1	102	107	2
Cn1c(COc2ccccc2)nnc1SCCC(=O)Nc1ccccc1	-1	1	110	6	7	102	97	-2
O=C(Nc1ccccc1C(=O)N1CCOCC1)C1CCCO1 (stereo not given)	-1	1	103	-1	1	102	99	-17
Cc1ccc(NC(=O)c2cc3ccccc3oc2=O)cc1S(=O)(=O)N(C)C	-2	-8	89	-5	-9	89	85	0
Cc1nc2ccc(NC(=O)N3CCCCC3)cc2nc1C	-5	9	107	-4	7	105	103	13
NS(=O)(=O)c1cccc(NC(=O)c2ccno2)c1	2	0	105	3	-2	106	89	1
COc1ccc(C2=CC(=O)C[C@H](c3ccc(F)cc3)C2)c(OC)c1	x	8	108	4	0	104	122	11
COc1ccc(CNC(=O)C(c2ccncc2)N(C(=O)Cc2cccs2)c2ccc(C)cc2)cc1 (stereo not given)	4	9	97	6	3	98	99	-10
O=C(CSc1ccccc1)N1CCN(C(=O)c2ccco2)CC1	8	2	98	0	7	97	98	5
O=C(NCC1CCCO1)c1ccccc1NC(=O)c1cccc2ccccc12 (stereo not given)	3	14	100	-11	8	99	94	3
O=C(OCn1nnc2ccccc2c1=O)c1ccc(N2CCOCC2)c([N+](=O)[O-])c1	1	1	104	-6	5	98	109	2
Cc1ccc(OCc2cc(C(=O)N3CCC(c4ccccc4Cl)C3)no2)cc1C (stereo not given)	-19	8	97	6	-11	96	91	0
CC(C)(C)SCCNC(=O)CSc1ccccc1	-6	5	101	-4	11	100	98	-8
CC[C@@]12C(=O)N(c3cccc(Br)c3)C(=O)N1[C@H](c1ccc(F)cc1)[C@@H]1C(=O)N(C3CCCCC3)C(=O)[C@@H]12	-2	3	99	12	5	102	116	-5
CCOC(=O)N1CCC2(O)CCCCC2C1c1ccc(F)cc1 (stereo not given)	0	1	100	-2	14	94	97	14
O=C(C1=C[C@@H](C2CC2)C[C@@H](OCc2ccc(CO)cc2)O1)N1CCN(Cc2ccccc2)CC1	-12	0	96	-1	12	99	106	4
COc1ccc(-c2nnc3ccc(SC)nn23)cc1	-2	32	92	4	1	93	120	-21
CN(Cc1ccccc1)C(=O)c1ccc(NC(=O)Cc2cccc(NC(=O)C3CCN(C(=O)C4CC4)CC3)c2)cc1	x	1	85	2	3	93	90	-4
COc1ccc(NC(=O)Nc2nccs2)cc1	-7	1	102	2	-4	103	98	-17
CN(C)c1ccc(N2C(=O)CC(Sc3ccccc3C(=O)O)C2=O)cc1 (stereo not given)	-4	27	97	-20	-27	108	107	-2
Cc1cc(NC(=O)C2CCN(S(=O)(=O)c3c(C)noc3C)CC2)ccc1Br	-13	0	105	-6	3	107	104	3
Cc1[nH]c2ccccc2c1SCC(=O)N1CCCCCC1	-2	5	91	9	0	98	105	4
N#CCc1nn2c(-c3ccccc3)ccnc2c1C#N	-20	39	104	-1	-1	102	88	-7
CN(C)c1nc(N(C)C)nc(N2CCCCC2)n1	-9	1	95	-11	4	94	98	-7

Part of the list above, comma-delimited.
SMILES,EBNA-1 inhibitor,AHR activator,MEP2 TOR yeast,procasp3 activ,procasp7 counter,RPL19A TOR yeast,LAP4 TOR yeast,ZTA DNA inh
COc1ccc(NC(=O)Nc2nccs2)cc1,-7,1,102,2,-4,103,98,-17
CN(C)c1ccc(N2C(=O)CC(Sc3ccccc3C(=O)O)C2=O)cc1 (stereo not given),-4,27,97,-20,-27,108,107,-2
Cc1cc(NC(=O)C2CCN(S(=O)(=O)c3c(C)noc3C)CC2)ccc1Br,-13,0,105,-6,3,107,104,3
Cc1[nH]c2ccccc2c1SCC(=O)N1CCCCCC1,-2,5,91,9,0,98,105,4
N#CCc1nn2c(-c3ccccc3)ccnc2c1C#N,-20,39,104,-1,-1,102,88,-7

Further results follow.
SMILES	EBNA-1 inhibitor	AHR activator	MEP2 TOR yeast	procasp3 activ	procasp7 counter	RPL19A TOR yeast	LAP4 TOR yeast	ZTA DNA inh
Cc1ccc(Nc2c(-c3ccccc3)nc3cnccn23)cc1	0	3	91	4	8	96	111	5
Cc1sc(NC(=O)c2ccc3ncsc3c2)c(C(N)=O)c1C	2	6	106	1	23	101	109	-9
CN(C)S(=O)(=O)c1ccc(NC(=O)CN2CCN(C(c3ccccc3)c3ccccc3)CC2)cc1	-9	1	101	-2	3	99	94	-1
COc1ccc(C2=NS(=O)(=O)N(C)C(C(=O)N(C)Cc3ccccc3)=C2)cc1	3	9	99	9	1	100	106	7
O=C(NC1CC1)c1ccc(COc2ccc(F)cc2)o1	3	1	101	-11	12	102	97	-7
CCOC(=O)c1sc2nc(Cc3ccc(Cl)cc3)[nH]c(=S)c2c1C	-9	3	99	4	-3	93	96	-11
Cc1ccc(C(C)C)c(OCc2nnc(SCC(=O)Nc3ncc(C)s3)n2C)c1	3	0	102	-1	11	99	93	8
O=C(NC(Cc1ccccc1)C(=O)O)/C(=C\c1ccc(Cl)cc1)NC(=O)c1ccco1 (stereo not given)	8	-1	101	15	8	100	89	-1
CCOc1cccc(/C=N/NC(=O)c2cc(-c3cccn3C)n[nH]2)c1O	-6	31	99	6	2	101	103	-18
CCOc1cccc(C(=O)Nc2cccc(C(C)=O)c2)c1	-1	30	101	7	-2	97	97	-12
CC(C)(C)c1ccc(C(=O)Nc2ccc(S(N)(=O)=O)cc2)cc1	6	5	107	-4	-10	103	96	13
O=C(NC(=S)NC1CCSC1=O)c1ccccc1Cl (stereo not given)	-4	0	96	-8	-9	96	99	-6

Two compounds from above, reduced to MEP2 TOR yeast, RPL19A TOR yeast and AHR activator.
mol,MEP2 TOR yeast,RPL19A TOR yeast,AHR activator
Cc1sc(NC(=O)c2ccc3ncsc3c2)c(C(N)=O)c1C,106,101,6
CN(C)S(=O)(=O)c1ccc(NC(=O)CN2CCN(C(c3ccccc3)c3ccccc3)CC2)cc1,101,99,1

The list continues.
SMILES	EBNA-1 inhibitor	AHR activator	MEP2 TOR yeast	procasp3 activ	procasp7 counter	RPL19A TOR yeast	LAP4 TOR yeast	ZTA DNA inh
CCC1CCCCN1CCCNC(=O)CNC(=O)c1nn(-c2ccc(OC)cc2)c(=O)c2ccccc12 (stereo not given)	5	2	88	4	3	102	97	-1
CCOC(=O)c1c(NC(=O)COC(=O)c2ccc(NC(=O)CC#N)cc2)sc(C(=O)NC)c1C	x	1	89	6	-6	99	89	10
Cc1ccc(Cn2nnc3c(=O)n(CC(=O)NCc4ccco4)cnc32)cc1	7	-1	98	-3	2	97	101	8
O=C(Cc1ccccc1[N+](=O)[O-])N/N=C/c1cccnc1	2	3	109	-4	-7	117	114	3
CCOC(=O)C1CCCN(CCC(=O)Nc2ccc(Br)cc2)C1 (stereo not given)	-15	5	104	-2	6	97	84	-4
O=C(c1ccc(=O)[nH]c1)N(Cc1cccs1)C1(C(=O)NC2CCCC2)CCCCC1	5	-3	102	4	3	104	94	12
CCCN(CC(=O)Nc1ccc(F)c(F)c1F)C(=O)c1ccc(=O)n(Cc2ccccc2)n1	-7	2	99	-2	2	93	102	-5
Cc1cc(C)n2nc(SCC(=O)N/N=C/c3ccccn3)nc2n1	-3	14	105	-1	10	101	102	4
O=C(Nc1nnc(CCc2ccccc2)s1)c1ccc(F)cc1	8	9	105	1	6	106	95	10
CC(C)(C)NC(NC(=O)Cc1ccccc1)C(Cl)(Cl)Cl (stereo not given)	-12	-1	111	5	9	106	91	1
CCC(C(=O)OC)n1cnc2c(nnn2-c2ccc(OC)cc2)c1=O (stereo not given)	2	8	106	6	1	102	107	-5
COc1ccc(Nc2ncnc3sc(-c4ccccc4)cc23)c(OC)c1	10	36	93	15	47*	98	136	8
Cc1ccccc1NC(=O)Cn1c(=O)sc2ccccc21	-10	0	103	3	-3	102	106	1
O=C(CCSCc1cccc(Cl)c1)NCCc1ccccc1	5	5	110	-2	11	96	100	-26
CCCCC1=CC2=C(c3ccco3)C(=O)C(C)(OC(=O)c3ccc(OC)cc3)C(=O)C2=CN1CCN1CCOCC1 (stereo not given)	2	-1	84	-2	-2	88	110	15
Cc1cccc(N(CC(=O)Nc2ccc(F)cc2)S(C)(=O)=O)c1	9	-2	110	5	0	98	100	0
O=C(Nc1ccc2c(c1)OCCO2)C1CCN(S(=O)(=O)c2cccc3nsnc23)CC1	-9	-1	102	5	6	102	100	-1
O=C(NNC(=O)C1C2C=CC(C2)C1C(=O)O)c1ccccc1 (stereo not given)	4	2	107	10	1	106	95	13
O=C(OCC(=O)N1c2ccccc2Sc2ccccc21)c1cccnc1	-14	-2	96	10	-7	101	85	-9
COc1ccc(N/C(=N/c2nc(C)cc(C)n2)NC(=O)c2ccccc2)cc1	-1	6	105	1	-3	106	111	-1
COC(=O)CCn1nc(-c2ccc(Cl)cc2)c2ccccc2c1=O	2	3	101	3	0	99	80	-2
Oc1ccc(-c2nc3ccccn3c2NCc2ccco2)cc1	9	4	101	-5	-5	100	93	2
COCCCn1c(Cc2csc(Nc3cccc(Cl)c3)n2)nnc1SCC(=O)OC	-6	-3	103	-4	2	98	97	10
Cc1ccc(C(=O)N2CCN(c3ccc(Cl)cc3)CC2)cc1	5	2	95	-6	-1	91	112	6
CC(=O)Nc1ccc(NC(=O)CSc2nnc3ccc(-c4ccccn4)nn23)cc1	-12	1	98	4	11	96	104	7
CC(=O)c1cc2c(cc1NC(=O)CCn1cccc1)OCO2	0	3	92	-2	5	97	97	4
O=C(OCC(=O)N1CCOCC1)c1ccccc1Br	-6	-1	103	7	12	103	91	-5
CCN(CC(=O)Nc1ccc(NC(C)=O)cc1)C(=O)c1ccccc1CCc1ccccc1	-5	5	106	-1	3	101	100	-19
Cc1ccc(C)c(NC(=O)CN(C)C(=O)Cc2coc3cc(C)c(C)cc23)c1	-9	6	100	-4	7	101	107	-11
COc1ccc(Cl)cc1NC(=O)CN1C(=O)CSC1=O	6	5	100	7	10	99	103	-6
Cc1ccc(-c2nn(C)c(=O)c3ccccc23)cc1CNC(=O)c1ccccc1	4	0	88	2	8	95	94	13
NC(=O)C1CCN(C(=O)COc2ccc3ccccc3c2)CC1	0	0	100	-5	6	102	96	11
CC(/C=N/NC(=O)c1cc(-c2cccn2C)n[nH]1)=C\c1ccccc1	1	20	107	8	3	103	112	9
O=C(CN1C(=O)NC2(CCCC2)C1=O)OCc1ccc(Br)cc1	-18	3	97	4	2	99	104	-11
COc1cc(/C=N/Nc2cccc(C)c2)ccc1OC(=O)c1ccco1	0	3	106	-4	-6	103	88	3
COc1ccc(C(=O)C2CCCN(Cc3cccc4c3OCO4)C2)cc1OC (stereo not given)	-10	13	99	-2	6	99	87	-13
CCCCCCOC(=O)C1=C(C)NC(=O)NC1c1ccc2c(c1)OCO2 (stereo not given)	1	2	104	-4	2	99	101	-6
O=C(CCCCCNC(=O)N1CCn2c1nc1ccccc12)NCc1ccccc1	-7	8	108	6	0	105	84	-1
COc1ccc(C(=O)CSc2nc(C)cc(=O)[nH]2)cc1C	11	10	98	-2	-6	101	102	-15
O=C1CCC(c2ccc3c(c2)CCC3)=NN1	7	3	106	2	4	107	91	3

High-throughput results as filed in PubChem BioAssay.
